# Bioassay records as filed in PubChem BioAssay.
# Siah-1 displacement = blockers of Siah-1 interaction with plectin peptide – biochemical, fluorescence polarization, rhodamine-plectin, uHTS, primary screen (AID 1817). 0.02% of 290,000 active. Siah-1 / rhodamine-plectin peptide fluorescence polarization; higher % means a stronger effect. displacement, % at 20 µM, or IC50 in µM where a hit was titrated;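 active means displacement of at least 50% at 20 µM, with a fluorescence ratio check between 0.3 and a set limit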;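 further: plate controls were Siah plus tracer with DMSO for no effect and tracer alone without Siah for full effect; strong numbers were not always called active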
# LYP phosphatase = inhibitors of LYP phosphatase, biochemical, fluorescence intensity, uHTS (AID 1779); recombinant LYP phosphatase, fluorescence intensity; higher % means a stronger effect; inhibition, % at 11.5 µM; hits with a dose series show IC50 in µM; 0.054% of 290,000 active; in the data active means inhibition above about 50%;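 further: plate controls were vehicle with enzyme for no effect and no enzyme for full effect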
# AID2073 = inhibitors of Mint1-CaV2.2 protein interaction, biochemical, HTRF (AID 2073) | HTRF protein-protein interaction, Mint1-CaV2.2; higher % means a stronger effect | one-dose inhibition, % at 20 µM; IC50 in µM for titrated hits | 0.19% of 290,000 active; in the data active means inhibition mostly above about 51%, no sharp cut-off; inconclusive means no clear call, values can overlap the other calls; inactive means mostly below about 53%; further: some results filed as inactive read as strong as hits
# * hit, by the source's call; ? = inconclusive.
Siah-1 displacement | LYP phosphatase | AID2073 | SMILES
-4% | -5% | 10% | CN(C)c1ccc(/C=N/NC2=NS(=O)(=O)c3ccccc32)cc1
1% | -9% | 12% | COc1ccc(CNCC(O)COc2ccc(C(C)(C)c3ccccc3)cc2)cc1 (configuration not stated)
-6% | 0% | 11% | COc1ccc(OCC(O)CN(CC(O)COc2ccc(OC)cc2)c2cccc(O)c2)cc1 (configuration not stated)
11% | -7% | 12% | CC(C)(C)n1nc2c(c1NC(=O)COc1ccc(F)cc1)CS(=O)(=O)C2
3% | -5% | 2% | Cc1ccc(NC(=O)C2CC2c2ccccc2)c([N+](=O)[O-])c1 (configuration not stated)
2% | -11% | 18% | Cc1ccc(N2CC(C(=O)NCCS(=O)(=O)N3CCN(c4ccccc4)CC3)CC2=O)cc1C (configuration not stated)
-7% | -11% | 9% | CC(C)CC(=O)N1CCC(N(CCc2ccccc2)Cc2ccccc2)CC1
-3% | -4% | 4% | O=C1[C@@H]2Cc3c([nH]c4ccccc34)C(c3ccccc3)N2C(=O)CN1C1CC1 (some centres not stated)
3% | -8% | 11% | O=C(NC1=NCCS1)c1ccccc1
13% | -14% | 34% | Cc1cc(=O)oc2c3c(cc(OCC(=O)N[C@H](C(=O)O)c4ccccc4)c12)OC(C)(C)CC3
2% | -10% | 3% | Cc1ccc(C)c(NC(=O)NNS(=O)(=O)c2ccc(C)c(C)c2)c1
3% | -5% | 2% | O=C(NCC1CCCO1)C1CCCN1C(=O)Nc1ccccc1[N+](=O)[O-] (configuration not stated)
1% | -13% | -2% | O=C(Nc1ccnn1C1CCN(Cc2cc(Cl)ccc2O)CC1)c1cccnc1
4% | -9% | -5% | Cc1ccc(NC(=O)C2CCN(S(=O)(=O)c3ccc4c(c3)CCCC(=O)N4)CC2)cc1N(C)C
-5% | -9% | -10% | O=C(N/N=C/c1sc(=O)[nH]c1-[n+]1ccc2ccccc2c1)c1ccccc1[O-]
-3% | -3% | 14% | N#C/C(=C\c1ccccc1OCC(=O)O)c1nc2ccccc2[nH]1
1% | -7% | 0% | O=C(c1ccc2c(c1)CCN2S(=O)(=O)c1ccccc1)N1CCN(c2ccc(F)cc2)CC1
3% | -3% | 8% | Cc1cc(NC(=O)c2cc(-c3cccc(OCC(C)C)c3)nc3ccccc23)no1
-6% | -14% | 5% | COc1ccc(S(=O)(=O)N2CCOC2CNC(=O)C(=O)NCCCc2ccccc2)cc1 (configuration not stated)
11% | -6% | 7% | O=C(O)c1ccc(Nc2cccc(F)c2)c([N+](=O)[O-])c1
4% | 0% | 10% | O=C(O)c1ccc(NC(=O)c2ccc(COc3ccccc3)o2)cc1
-4% | -10% | 33% | COc1ccc(NC(=O)c2ccc(NC(=O)c3cccs3)cc2)cc1
-2% | -4% | 12% | O=S(=O)(c1cccc(Br)c1)N1CCN(CCc2ccccc2)CC1
-4% | -13% | -1% | CC(=O)Nc1cccc(NC(=O)c2cccc(-c3ccc(O)cc3)c2)c1
5% | -8% | 4% | COc1ccccc1CNC(=O)COc1ccccc1C
-1% | -6% | 20% | CC(=O)c1cnc2nc(SCc3ccc(Cl)cc3)nn2c1C
10% | -8% | -7% | O=c1[nH]cnc2c1ncn2[C@@H]1C[C@@H](O)[C@H](CO)O1
-5% | 1% | 7% | COc1ccccc1Nc1ncccc1[N+](=O)[O-]
1% | -5% | 11% | Cc1cc(-c2ccc(C(C)C)c(S(=O)(=O)Nc3cc(C)on3)c2)on1
3% | -7% | 2% | COc1cccc(C(=O)N2CCN(Cc3ccccc3Br)CC2)c1

# 2 of the compounds above, as tab-separated lines:
Compound	Siah-1 displacement	LYP phosphatase	AID2073
CC(=O)Nc1cccc(NC(=O)c2cccc(-c3ccc(O)cc3)c2)c1	-4%	-13%	-1%
COc1ccccc1CNC(=O)COc1ccccc1C	5%	-8%	4%

# Next section.
Siah-1 displacement | LYP phosphatase | AID2073 | SMILES
0% | -9% | 11% | COc1ccc(C(CNC(=O)c2cc3c(s2)CCCC3)N2CCOCC2)cc1 (configuration not stated)
-5% | -4% | 4% | Cc1csc(SCC(=O)Nc2nncs2)n1
-19% | -40% | 47% | Nc1ccc2nc(-c3cccc(-c4nc5ccc(N)cc5[nH]4)c3)[nH]c2c1
0% | 2% | ? | Cc1nc2ccc(Br)cc2c(-c2ccccc2)c1C(=O)O
4% | 0% | -5% | COc1ccc(/C=C2\SC(=S)N(CCCC(=O)N3CCOCC3)C2=O)cc1
3% | -4% | -5% | Cc1ccc(S(=O)(=O)NCCC(=O)Nc2cccc(S(N)(=O)=O)c2)cc1C
-2% | 2% | 4% | CCCOc1ccccc1NS(=O)(=O)c1ccc2[nH]c(=O)[nH]c2c1
0% | -9% | 2% | CCOc1ccc(Cl)cc1S(=O)(=O)N1CCC(C(=O)NCc2cccnc2)CC1
-1% | -2% | 7% | CN(C)CCN(Cc1ccccc1)C(=O)[C@H](Cc1ccccc1)N1C(=O)c2ccccc2C1=O
1% | -4% | -2% | COC(=O)c1ccc(CNS(=O)(=O)c2ccc3ccccc3c2)cc1
2% | -9% | 4% | CCC(C)[C@H](NC(=O)[C@H](Cc1ccccc1)n1c(=O)[nH]c2ccccc2c1=O)C(=O)N1CCC[C@@H]1C(=O)O (some centres not stated)
4% | -6% | 1% | Cc1ccc(C(=O)Nc2ccc3c(c2)OCCO3)c(C)c1
1% | -11% | -9% | COc1ccc(OC)c(S(=O)(=O)N2CCCC(C(=O)NCCN3CCOCC3)C2)c1 (configuration not stated)
4% | -3% | 1% | Cc1nn(CC(=O)O)c(C)c1NC(=O)c1cccs1
2% | 2% | 8% | Cc1cc(C(=O)Nc2ccc(Br)cc2)c2ccccc2n1
0% | -8% | -9% | O=C(CSC(=S)N1CCCC1)NCC(=O)Nc1ccc(F)c(F)c1
9% | -9% | 17% | COc1ccc(NC(=O)CCCSc2ccccc2)cc1S(N)(=O)=O
2% | -8% | -7% | CN1CCN(c2ccc(NC(=S)NC(=O)c3cccc4c(Cl)cccc34)cc2)CC1
-6% | -8% | 4% | CCn1c(C)nnc1SCC(=O)Nc1ccc(N2CCOCC2)cc1
-3% | -7% | 19% | CN1CCN(c2ccccc2NC(=O)c2ccc([N+](=O)[O-])o2)CC1
3% | -9% | 6% | CCC(OC(=O)CN1C(=O)C(=O)c2ccccc21)C(=O)Nc1ccccc1OC (configuration not stated)
4% | -6% | -5% | Cc1ccc(C)c(OC(=O)CN2C(=O)c3ccccc3C2=O)c1
7% | 3% | 2% | Cc1ccccc1N1CCN(Cc2ccc([N+](=O)[O-])o2)CC1
-2% | -15% | 29% | Cc1ccc(-c2cc(C(=O)N3CCCC3)c3ccccc3n2)s1
-3% | -10% | 7% | c1ccc(NC2=NCCN2CCC2CCCCC2)cc1
-8% | -7% | 10% | O=C(NCc1ccccc1Cl)c1cc(C(=O)C2CC2)c[nH]1
8% | -2% | -7% | CCCn1nnnc1NCc1cccc(OC)c1
-2% | -6% | 3% | Cc1cccc(N2CCN(C(=O)c3nn(C)c4c3CS(=O)(=O)c3ccccc3-4)CC2)c1C
-1% | -11% | -7% | O=C(NCc1ccccc1)C(c1cccnc1)N(C(=O)c1ccccn1)c1ccc(F)cc1 (configuration not stated)
12% | -6% | 2% | NS(=O)(=O)c1ccc(CCNC(=O)CNC(=O)c2ccccc2Br)cc1
13% | -6% | 9% | CC1CCC(C(=O)NC(C(=O)Nc2ccccn2)C(C)C)CC1 (configuration not stated)
1% | -8% | -13% | COc1ccc(NC(=S)N2CCC(c3ccccc3)C2)cc1 (configuration not stated)
0% | -8% | -6% | COc1ccc(CC(=O)Nc2ccncc2Cl)cc1
-1% | -2% | 33% | COc1ccccc1C#Cc1ccc2c(=O)c3ccccc3n(C)c2c1
-3% | -4% | 28% | CCOC(=O)c1c(C)n(-c2ccccc2)c2ccc(OCCN(C)C)cc12
8% | -10% | 2% | Cc1ccc(N2C(=O)N3[C@H]4c5ccccc5OC[C@@H]4[C@@H](c4ccccc4)[C@@]3(C)C2=O)cc1
3% | -7% | 14% | O=C(CS(=O)(=O)c1cn(CC(=O)N2CCOCC2)c2ccccc12)NCc1ccccc1
6% | 0% | 2% | Cc1ccccc1N(C(=O)c1snc(C(N)=O)c1N)C(C(=O)NCC1CCCO1)c1ccc(N(C)C)cc1 (configuration not stated)
-6% | -7% | 14% | C#Cc1cccc(-n2nnc(C(=O)OC)c2-c2ccccc2)c1
-8% | -4% | 8% | COc1cccc(-c2nc(NCc3ccccc3)c3ccccc3n2)c1O
4% | -4% | 0% | CCOc1ccc(S(=O)(=O)N2CCC(C(=O)NCc3ccco3)CC2)cc1
0% | 2% | -2% | Cc1cc(NC(=O)CCC(=O)N(Cc2ccco2)C2(C(=O)NC3CCCCC3)CCCC(C)C2)no1 (configuration not stated)
3% | -4% | -6% | Cc1ccc(N(C)C(=O)CCNC(=O)Cn2cnc3ccccc3c2=O)cc1C
-1% | -5% | 28% | COc1ccccc1N1CCN(C(=O)c2ccc(Cl)c(S(=O)(=O)N3CCOCC3)c2)CC1
0% | -12% | 16% | COc1ccccc1NC(=O)CN1C(=O)COc2ccc(S(=O)(=O)N3CCOCC3)cc21
-2% | -8% | -2% | COc1ccc(CNS(=O)(=O)c2ccc(S(=O)(=O)NC3CC3)cc2)cc1
14% | -8% | 40% | O=C(NCc1cccc(Cl)c1)c1ccc(CS(=O)Cc2ccc(Cl)cc2)o1 (configuration not stated)
2% | -1% | -10% | CC1=NN(C(N)=S)C(=O)C1N=Nc1ccccc1Cl (configuration not stated)
-6% | -1% | 13% | CN(CC(=O)Nc1cccc(Cl)c1)S(=O)(=O)c1ccc2[nH]c(=O)oc2c1
2% | -10% | 12% | CCCOc1cccc(C2C(C(=O)c3ccc(C)o3)=C(O)C(=O)N2CCN2CCOCC2)c1 (configuration not stated)
10% | -10% | 3% | COc1cccc(CNC(=O)Cn2cc([N+](=O)[O-])cn2)c1
6% | -2% | 13% | CCN(CC(=O)Nc1ccc(NC(C)=O)cc1)C(=O)Cc1c(Cl)cccc1Cl
-3% | 1% | -3% | CCOc1cccc(N(C(=O)c2ccco2)C(C(=O)NC2CCCC2)c2cccnc2)c1 (configuration not stated)
9% | 2% | 18% | O=C(O)c1cccc(-c2ccc(/C=C3/SC(=Nc4ccccc4)N(Cc4cccnc4)C3=O)o2)c1
6% | -8% | 6% | CC(C)(C)OC(=O)NCCCC[C@H](NC(=O)c1nc[nH]c1C(=O)NCC(=O)OCc1ccccc1)C(=O)OC(C)(C)C
4% | -9% | 3% | O=C1CC(=O)Nc2cc(S(=O)(=O)N3CCN(c4ccc([N+](=O)[O-])cc4)CC3)ccc2N1
4% | -5% | -2% | O=C(c1cccs1)N1CCN(c2cccc(Cl)c2)CC1
-5% | -8% | 8% | Cc1ccc(C(=O)Nc2cccc(O)c2)cc1S(=O)(=O)N1CCCCCC1
-5% | -3% | 39% | COCc1cc(=O)n2[nH]c(C)c(-c3ccccc3)c2n1
5% | 0% | -22% | CCOC(=O)C1CCN(C2=NC(=O)/C(=C/c3ccc(O)cc3)S2)CC1

# Full records, quoted from the list. Values in the order: Siah-1 displacement	LYP phosphatase	AID2073
# `COc1ccc(NC(=O)CCCSc2ccccc2)cc1S(N)(=O)=O` as listed: 9%	-9%	17%
# `CCn1c(C)nnc1SCC(=O)Nc1ccc(N2CCOCC2)cc1` as listed: -6%	-8%	4%
# `COc1cccc(C(=O)N2CCN(Cc3ccccc3Br)CC2)c1` as listed: 3%	-7%	2%
# `COc1ccc(C(CNC(=O)c2cc3c(s2)CCCC3)N2CCOCC2)cc1` (configuration not stated) as listed: 0%	-9%	11%
# `O=C(CSC(=S)N1CCCC1)NCC(=O)Nc1ccc(F)c(F)c1` as listed: 0%	-8%	-9%

# The main list resumes with the 2 entries that preceded the break.
Siah-1 displacement | LYP phosphatase | AID2073 | SMILES
-5% | -3% | 39% | COCc1cc(=O)n2[nH]c(C)c(-c3ccccc3)c2n1
5% | 0% | -22% | CCOC(=O)C1CCN(C2=NC(=O)/C(=C/c3ccc(O)cc3)S2)CC1
2% | -5% | 2% | CC(=O)c1ccc(NC(=O)/C(=C\c2ccc(F)cc2)NC(=O)c2ccco2)cc1
-5% | -9% | 7% | CC(C)OC(=O)c1ccc(COC(=O)CNC(=O)c2ccco2)cc1
1% | -7% | 8% | COc1ccc(-c2noc(CNS(=O)(=O)c3ccc(NC(C)=O)cc3)n2)cc1
13% | -7% | -4% | CCN(CC(=O)NCc1ccc(Cl)cc1)C(=O)Cc1ccc(OC)cc1
1% | -6% | 20% | CCOc1ccccc1CNC(=O)CCC(=O)N1Cc2ccccc2Oc2ncccc21
8% | -1% | 14% | O=C(CSc1n[nH]c(-c2cccnc2)n1)Nc1ccc(Cl)cc1
0% | -4% | 13% | O=C1CCCN1CC(=O)N1CCCC(N2CCN(c3cccc(Cl)c3)CC2)C1 (configuration not stated)
1% | -4% | 15% | COc1ccccc1N1CCN(/N=C/c2ccc(O)cc2O)CC1
11% | -8% | -19% | O=C(CSc1nnc(CNC(=O)c2ccco2)o1)Nc1ccccc1F
9% | -7% | 6% | Cc1ccn(CC(=O)NC2CCCN(Cc3ccc(CC(C)C)cc3)C2)n1 (configuration not stated)
-1% | 2% | 11% | COc1ccc(CNC(=O)C[C@H]2C(=O)N(c3ccccc3)C[C@@H]2Cc2ccccc2)cc1
-1% | -6% | 2% | COC(=O)Nc1ccc2c(c1)Nc1ccccc1CC2
-4% | -8% | 6% | O=C(c1ccc(F)cc1)C1CCN(C(=O)c2ccccc2F)CC1
-4% | 1% | -4% | CC(C)COc1ccc(C(=O)Nc2ncn[nH]2)cc1
8% | 0% | 7% | Cc1cccc(C)c1NC(=O)Cn1nc(-c2ccc(Cl)s2)ccc1=O
-1% | -2% | 6% | CC(C)(C)N(Cc1ccccc1)C(=O)CN1C(=O)c2ccccc2C1=O

# A portion of the library; the hit share may differ from the screen's.
